MrgX1 agonist: agonists of human MrgX1 receptor, primary screen, HEK293 cells, Fluo-4 calcium flux; Mas-related G-protein coupled receptor member X1 (Homo sapiens), Q96LB2; Fluo-4 calcium fluorescence, agonist mode; stronger effect = higher value; B-score at 10 µM; hit rate 0.44% among 310,000; AID 588627, 2011;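 active means calcium response B-score plate-corrected fluorescence ratio at least 3 library SD, with starting fluorescence B-score inside 5 SD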
Target sequence (Q96LB2 whole entry, looked up): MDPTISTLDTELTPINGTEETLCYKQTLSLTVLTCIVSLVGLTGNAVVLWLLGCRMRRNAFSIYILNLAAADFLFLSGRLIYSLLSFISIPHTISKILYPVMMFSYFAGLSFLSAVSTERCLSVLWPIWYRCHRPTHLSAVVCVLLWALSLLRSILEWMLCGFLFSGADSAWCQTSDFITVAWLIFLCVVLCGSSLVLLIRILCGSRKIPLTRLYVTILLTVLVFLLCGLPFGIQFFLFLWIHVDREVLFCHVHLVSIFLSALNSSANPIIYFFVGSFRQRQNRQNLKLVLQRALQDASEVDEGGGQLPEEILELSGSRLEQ
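Assay system: MrgX1-expressing HEK293 cells / Amount: fifteen thousand cells per well / Doses: test compound in the initial addition of three / Timing: cells plated overnight, dye loaded 0.5 h 37 °C, 0.5 h room temperature / Technique: kinetic calcium dye fluorescence, Fluo-4 NW / Control set: positive and negative controls per plate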
HDAC3 inhib: HDAC3 deacetylase inhibitors, primary screen, biochemical, fluorescence, cell-free homogeneous; inhibition, % at 8.3 µM; recombinant HDAC3, fluorogenic peptide/trypsin coupled; Histone deacetylase 3 (Homo sapiens), O15379; hit rate 0.15% among 320,000; in the data active means inhibition above about 26%, passing the limit was not always enough
Target sequence (O15379 whole entry, looked up): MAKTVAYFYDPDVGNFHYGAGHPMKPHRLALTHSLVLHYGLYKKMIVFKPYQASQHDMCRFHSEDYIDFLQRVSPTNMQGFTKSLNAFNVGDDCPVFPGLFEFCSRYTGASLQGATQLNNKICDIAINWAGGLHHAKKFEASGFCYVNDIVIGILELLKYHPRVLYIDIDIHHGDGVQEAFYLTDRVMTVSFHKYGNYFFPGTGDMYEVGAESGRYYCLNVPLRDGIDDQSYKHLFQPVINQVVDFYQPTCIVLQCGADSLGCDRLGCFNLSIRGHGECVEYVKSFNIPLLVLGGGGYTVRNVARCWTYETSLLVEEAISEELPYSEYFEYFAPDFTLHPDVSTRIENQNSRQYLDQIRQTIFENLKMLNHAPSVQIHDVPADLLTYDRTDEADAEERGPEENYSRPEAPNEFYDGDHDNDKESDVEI
RGS4 pot: RGS4 potentiators or activators, primary screen, cell-based, HEK293 M3R inducible RGS4, calcium flux | B-score at 10 µM | carbachol calcium flux Fluo4; stronger effect = lower value | hit rate 0.92% among 310,000;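 active means B-score of the integrated calcium signal more than 4 SD below the library mean, with starting fluorescence not abnormally high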;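 further: negative B-score means reduced calcium response which marks RGS4 activation or potentiation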
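Detection: kinetic calcium fluorescence imaging with Fluo4-AM dye, 2 µM / Material: HEK293 cells with stable M3R and inducible RGS4 / Schedule: recording 10 s baseline at 1 Hz, 100 s post-agonist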
ANO1 block: TMEM16A chloride channel inhibitors, primary screen, cell-based, HTS. normalized B-score (activity score, 25-100; higher = stronger inhibition) at 10 µM. HEK293 TMEM16A/YFP iodide influx fluorescence, ionomycin. hit rate 1.2% among 310,000;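 active means ratio plate-corrected score three or more library SD toward inhibition, starting fluorescence score within five deviations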;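 further: score derived from kinetic fluorescence span divided by baseline fluorescence per well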
MrgX1 antagonist: antagonists of human MrgX1 receptor, primary screen, HEK293 cells, Fluo-4 calcium flux. hit rate 1.3% among 310,000. B-score at 10 µM. BAM8-22 antagonism; stronger effect = lower value. Mas-related G-protein coupled receptor member X1 (Homo sapiens), Q96LB2. AID 588676, 2011;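 active means calcium-response B-score plate-corrected more than 3 library SD below zero, starting fluorescence within 5 deviations, no agonist response on first addition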;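 further: peak minus trough fluorescence over baseline after final BAM8-22 challenge near maximal dose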
SKKanGAS inh: S. pyogenes SKKanGAS growth inhibitors in kanamycin, primary screen, streptokinase expression inhibitor project, SKKanGAS strain, BacTiter-Glo luminescence; 6 h; inhibition, % at 7.5 µM; hit rate 1.3% among 300,000; AID 1662, 2009;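 active means mean replicate score, as percent of positive control median, at least 50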;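 further: strain carries kanamycin resistance gene driven by streptokinase promoter and grows in 40 µg/ml kanamycin; loss of luminescence reflects streptokinase promoter inhibition or plain growth inhibition; 0% = median of DMSO wells and 100% = positive control at its reference dose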
RGS4 inh: RGS4 inhibitors, primary screen, cell-based, HEK293 M3R inducible RGS4, calcium flux. Regulator of G-protein signaling 4 (Homo sapiens), P49798. Fluo-4 calcium flux; stronger effect = higher value; triggered by carbachol at its EC20. B-score at 10 µM. hit rate 0.45% among 310,000. AID 463165, 2010;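 active means B-score, a plate-corrected calcium signal, over three deviations above library mean, with baseline fluorescence within five deviations of library mean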;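 further: RGS4 expression induced by doxycycline in cells with stable M3 receptor; B-score is computed from the integrated fluorescence ratio over baseline after carbachol; higher B-score means a larger calcium signal and so more RGS4 inhibition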
Target sequence (P49798 whole entry, looked up): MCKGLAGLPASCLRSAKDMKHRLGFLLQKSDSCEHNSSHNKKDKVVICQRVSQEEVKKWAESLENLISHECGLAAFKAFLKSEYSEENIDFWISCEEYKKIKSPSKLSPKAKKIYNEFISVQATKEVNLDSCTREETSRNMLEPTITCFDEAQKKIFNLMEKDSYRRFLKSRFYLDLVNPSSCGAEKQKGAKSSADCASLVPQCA
TRPC6 inh: mouse TRPC6 channel inhibitors, primary screen, cell-based, HEK293, membrane potential dye; Short transient receptor potential channel 6 (Mus musculus), Q61143; ACh-evoked depolarization; stronger effect = lower value; B-score at 10 µM; hit rate 1.1% among 310,000; AID 2553, 2010;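 active means B-score under library mean minus 3 SD, initial fluorescence not abnormally high, positive integrated signal ratio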;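 further: B-score derived from integrated fluorescence ratio over the kinetic read; more negative B-score means stronger inhibition of depolarization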
TRPC6 activator: mouse TRPC6 channel activators, primary screen, cell-based, HEK293, membrane potential dye; hit rate 0.13% among 310,000; AID 2550, 2010; HEK293-TRPC6 membrane potential dye fluorescence; stronger effect = higher value; Short transient receptor potential channel 6 (Mus musculus), Q61143; B-score at 10 µM;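 active means B-score of the integrated fluorescence ratio above library mean plus 3 SD, and starting fluorescence ratio within library mean plus 5 SD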;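 further: higher score means more depolarization so channel activation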
MrgX1 PAM: positive allosteric modulators of MrgX1, primary screen, HEK293 cells, Fluo-4 calcium flux | Mas-related G-protein coupled receptor member X1 (Homo sapiens), Q96LB2 | FDSS; stronger effect = higher value | B-score at 10 µM | hit rate 0.63% among 310,000;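 active means plate-corrected calcium response at least 3 library SD above typical, normal starting fluorescence, not activating the receptor alone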;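 further: compound read alongside a low EC10 to EC30 dose of BAM8-22 agonist; peak minus trough fluorescence over baseline measured at the second addition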
ANO1 activ: TMEM16A chloride channel activators or potentiators, primary screen, cell-based, HTS; Anoctamin-1 (Mus musculus), Q8BHY3; HEK293 TMEM16A/YFP-H148Q/I152L, iodide quench fluorescence; stronger effect = lower value; B-score at 10 µM; hit rate 0.3% among 340,000; AID 623877, 2012;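 active means fluorescence-ratio B-score plate-corrected deviation score at least 3 library SD below zero, with starting fluorescence score within 5 deviations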;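 further: channel opened by trigger with iodide after compound preincubation; score built on the fluorescence ratio of max minus min over baseline; more negative score means more quench and so TMEM16A activation or potentiation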
Starred values were filed as active, the others as inactive; i = inactive; nt = not tested or not shown.

SMILES	MrgX1 agonist	HDAC3 inhib	RGS4 pot	ANO1 block	MrgX1 antagonist	SKKanGAS inh	RGS4 inh	TRPC6 inh	TRPC6 activator	MrgX1 PAM	ANO1 activ
COc1nc(N(C)C)nc(N2CC(=O)N(CCNS(=O)(=O)c3ccc(C)cc3)C2=N)n1	i	2	i	i	i	-2	i	i	i	i	i
Cc1cc(C)cc(C(=O)NC(=S)Nc2ccc3c(c2)OCCO3)c1	i	11	i	i	i	-5	i	i	i	i	i
COc1ccc(OC)c(C(=O)/C=C/c2ccccc2C(F)(F)F)c1	i	4	i	i	i	15	i	i	i	i	i
CC1Cc2ccccc2N1C(=O)Cn1cnc2ccccc21 (stereo not drawn)	i	1	i	i	i	-15	i	i	i	i	i
CCN(CC)CCNc1nc(-c2ccc(OC)cc2)c(-c2ccc(OC)cc2)s1	i	0	i	i	i	-16	i	i	i	i	i
COc1ccc(/C=C/C(=O)Nc2ccc(S(=O)(=O)Nc3cc(C)nc(C)n3)cc2)cc1OC	i	-6	i	i	i	6	i	i	i	i	i
CCC(CC)N1CCN(C(=O)c2cccc(Cl)c2)CC1	i	5	i	i	i	2	i	i	i	i	i
Cc1ccc(C)c(N(C)C(=O)c2cc3c(=O)[nH]c4ccc(C)cc4c3s2)c1	i	1	i	i	i	18	i	i	i	i	i
O=C1CN(C(=O)NCC(=O)N2CCCC2)c2ccccc2N1	i	1	i	i	i	-9	i	i	i	i	i
O=C1CCCc2cc(S(=O)(=O)N3CCC(C(=O)NCc4ccccc4)CC3)ccc2N1	i	0	i	i	i	-20	i	i	i	i	i
COc1cc(-c2noc(-c3cccs3)n2)cc(OC)c1OC	i	-2	i	i	i	-1	i	i	i	i	i
CC(C)Cn1cnc2c1c(=O)n(CC(=O)NN)c(=O)n2Cc1ccccc1	i	10	i	i	i	6	i	i	i	i	i
CCC(=O)N1CCc2cc(S(=O)(=O)CCC(=O)Nc3ccc(CC)cc3)ccc21	i	2	i	i	i	-2	i	i	i	i	i
Cn1c(CNC(=O)OC(C)(C)C)nnc1SCc1c(Cl)cccc1Cl	i	-2	i	i	i	-6	i	i	i	i	i
Cc1ccc(C2=C/C(=C/c3cccnc3)C(=O)O2)c(C)c1	i	3	i	i	i	-1	i	i	i	i	i
COC(=O)c1sccc1NC(=O)Nc1cccc(C(C)=O)c1	i	-1	i	i	i	5	i	i	i	i	i
O=C(NCc1csc2ccc(Cl)cc12)Nc1cccc2ccccc12	i	-7	i	i	i	5	i	i	i	i	i
Cc1nc2scc(-c3ccc(Cl)cc3)c2c(=O)n1N	i	12	i	i	i	-6	i	i	i	i	i
COc1ccc(CCCc2nnc(SCC(=O)N/N=C\c3ccc(O)c(OC)c3)o2)cc1C	i	8	i	i	i	-2	i	i	i	i	i
CCn1c(SCC(=O)Nc2ccc(OC)cc2OC)nc2nc3c(cc2c1=O)COC(C)(C)C3	i	0	i	i	i	-5	i	i	i	i	i
CC(C)(C)C1CCC(OCC(O)CN2CCN(c3ccccc3)CC2)CC1 (stereo not drawn)	i	3	i	i	i	2	i	i	i	i	i
COc1ccc(-n2c(C)nn(CCOc3ccccc3)c2=O)cc1	i	-8	i	i	i	-9	i	i	i	i	i
CCOC(=O)CSc1nnc(CNC(=O)c2ccc(S(=O)(=O)N(C)C)cc2)n1C	i	2	i	i	i	4	i	i	i	i	i
C[C@H](NC(=O)C1CC(=O)N(c2ccc3c(c2)OCCO3)C1)C(=O)N1CCC(C(=O)O)CC1 (stereo partly drawn)	i	-4	i	i	i	-1	i	i	i	i	i
N#C/C(=C\c1ccc(N2CCOCC2)o1)C(=O)NCCc1ccccc1	i	15	i	i	i	0	i	i	14*	i	i
Cc1ccc(OCC(O)CN2CCN(c3ccccc3)CC2)cc1 (stereo not drawn)	i	7	i	i	i	0	i	i	i	i	i
O=C(CN1C(=O)C2CCCCC2C1=O)N1CCN(c2ccc(F)cc2)CC1 (stereo not drawn)	i	3	i	i	i	-3	i	i	i	i	i
c1ccc(-c2cnc(CN3CCN(c4ccccc4)CC3)o2)cc1	i	4	i	i	i	-4	i	i	i	i	i
Cc1cc(N=Cc2c(O)ccc3ccccc23)no1	i	-7	i	i	i	-1	i	i	i	i	i
N#CCSc1nc(-c2ccccc2)c2cc(Cl)ccc2n1	i	-4	i	i	i	-6	i	i	i	i	i
COc1ccc(OC)c(C2NC(=O)NC(C)=C2C(=O)Nc2ccc(C)cc2)c1 (stereo not drawn)	i	13	i	i	i	4	i	i	i	i	i
Cc1ccc(NC(=O)CN2C(=O)c3ccccc3C2=O)nc1	i	-3	i	i	i	2	i	i	i	i	i
CC1(C)CC2(CC(c3ccccc3F)c3cc(Cl)c(O)cc3O2)NC(=S)N1 (stereo not drawn)	i	1	i	i	i	14	i	i	i	i	i
Cc1ccccc1Nc1cc(C(=O)NCC2CCCO2)c2ccccc2n1 (stereo not drawn)	i	3	i	i	i	10	i	i	i	i	i
CC1=Nc2ccccc2/C1=C\c1nc(-c2ccccc2)oc1O	i	-1	i	i	i	28	i	i	i	i	i
COc1ccc(-c2nc(CN3CCCC(C(=O)NC4CCCC4)C3)c(C)o2)cc1 (stereo not drawn)	i	-2	i	i	i	-8	i	i	i	i	i
COc1cc(C2CC(=O)NC(SCC(=O)Nc3ccccc3C)=C2C#N)ccc1O (stereo not drawn)	i	-1	i	i	i	-9	i	i	i	i	i
Nc1nc2ccccc2cc1S(=O)(=O)c1ccccc1	i	-35	i	i	i	2	i	i	i	i	i
COc1ccc(Nc2nc(Cl)nc(N3CCN(c4ccc(OC)cc4)CC3)n2)cc1	i	2	i	i	i	17	i	i	i	i	nt
Cn1cncc1C(=O)c1ccccc1	i	1	i	i	i	-1	i	i	i	i	i
CC(C)Sc1nc(-c2ccccc2)cc(=O)[nH]1	i	6	i	i	i	1	i	i	i	i	i
Cc1ccc(NC(=O)CSc2nccc(=O)[nH]2)c(S(=O)(=O)N2CCOCC2)c1	i	-16	i	i	i	-4	i	i	i	i	i
Cc1sc2ncnc(OCC(=O)c3ccc(S(=O)(=O)N4CCCC4)cc3)c2c1C	i	-2	i	i	i	-5	i	i	i	i	i
CC(=O)Nc1cccc(/C(C)=N/NC(=O)c2ccc(CN3CCOCC3)cc2)c1	i	-7	i	i	i	-5	i	i	i	i	i
CCOC(=O)N1CCC(NC(=O)CSCc2nc(-c3ccc(OC)cc3)oc2C)CC1	i	-8	i	i	i	7	i	i	i	i	i
CCOc1cc(C2CC(=O)NC3=C2C(=O)C(C(=O)OC)C(C)C3)cc(Br)c1O (stereo not drawn)	i	4	i	i	i	-9	i	i	i	i	i
CCCCC1=CC2=CC(=O)C(C)(OC(=O)CC)C(=O)C2=CO1 (stereo not drawn)	i	-1	i	i	i	10	i	i	i	i	i
CC(OC(=O)c1ccccc1NCCO)C(=O)NC1CCCCC1C (stereo not drawn)	i	-5	i	i	i	4	i	i	i	i	i
NS(=O)(=O)c1ccc(CNC(=O)C(Cc2ccccc2)NS(=O)(=O)c2ccccc2F)cc1 (stereo not drawn)	i	3	i	i	i	2	i	i	i	i	i
CCC1=NN2C(=N)/C(=C/c3cc(C)n(Cc4ccccc4)c3C)C(=O)N=C2S1	i	11	i	i	i	35	i	i	i	i	i
COc1ccc(NC(=O)NCc2ccccn2)cc1OC	i	-11	i	i	i	7	i	i	i	i	i
O=C(O)/C=C/C(=O)Nc1ccc(Cl)cc1C(=O)c1ccccc1	i	-1	i	i	i	-3	i	i	i	i	i
CCC(=O)N1CCc2cc(Br)cc(S(=O)(=O)NC3CCN(Cc4ccccc4)CC3)c21	i	2	i	i	i	7	i	i	i	i	i
COc1ccc(C(=S)N2CCOCC2)cc1OC(=O)c1cccc([N+](=O)[O-])c1	i	3	i	i	i	-16	i	i	i	i	i
COc1ccc(C2C(C(C)=O)=C(O)C(=O)N2c2ccccn2)cc1 (stereo not drawn)	i	10	i	i	i	-1	i	i	i	i	i
CCCN(CCC)C(=O)CCSCCC(=O)N(CCC)CCC	i	0	i	i	i	1	i	i	i	i	i
COc1ccc(N2CCN(S(=O)(=O)CCNC(=O)c3ccc(Br)o3)CC2)cc1	i	0	i	i	i	0	i	i	i	i	i
O=C(Nc1ccccc1C(=O)NCCc1ccccc1)c1cnccn1	i	2	i	i	i	-4	i	i	i	i	i
O=C(Nc1ccc2c(c1)OCCO2)c1c(F)cccc1F	i	1	i	i	i	5	i	i	i	i	i
CCOC(=O)CSc1nnc(CNC(=O)c2ccc(S(=O)(=O)N3CCCCC3)cc2)n1C	i	-3	nt	i	i	nt	nt	nt	nt	i	i

New compounds follow:
SMILES	MrgX1 agonist	HDAC3 inhib	RGS4 pot	ANO1 block	MrgX1 antagonist	SKKanGAS inh	RGS4 inh	TRPC6 inh	TRPC6 activator	MrgX1 PAM	ANO1 activ
N#Cc1nc(-c2ccco2)oc1N1CCN(C(c2ccccc2)c2ccccc2)CC1	i	-9	i	i	i	-10	i	i	i	i	i
Fc1ccc(Nc2nc(Oc3ccc4c(c3)OCO4)nc(N3CCOCC3)n2)c(F)c1	i	-1	i	i	i	5	i	i	i	i	i
O=C(CSc1nccn1Cc1ccco1)Nc1ccccc1F	i	12	i	i	i	-1	i	i	i	i	i
Cc1ccc(C(=O)Nc2ccccc2Oc2ccccc2)cc1[N+](=O)[O-]	i	1	i	i	i	4	i	i	i	i	i
COCCCn1c2nc3ccccc3nc2c2c(=O)n(Cc3cccs3)cnc21	i	2	i	i	i	10	i	i	i	i	nt
CCCOc1ccc(N2C(=O)C3ON(c4ccccc4)C(CCC)C3C2=O)cc1 (stereo not drawn)	i	11	i	i	i	2	i	i	i	i	i
CCc1ccccc1NC(=O)c1ccc2snnc2c1	i	-13	i	i	i	3	i	i	i	i	i
